SKN-1 inh: suppressors of acrylamide-induced Pgst-4::GFP reporter in worms, primary screen, SKN-1 inhibitor project, whole organism, uHTS, GFP/RFP fluorescence ratio, strain VP596 | actives 0.49% (n = 360,000) | inhibition, % at 21.8 µM | C. elegans VP596 Pgst-4::GFP/RFP ratio, 24 h;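 active means interference check ratio from 0.5 to 1.5 plus GFP to RFP signal ratio inhibition reaching or exceeding a fixed threshold, cut at about 30% in these data, passing the limit was not always enough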; further: some compounds called inactive have numbers as strong as hits
Neddyl block: inhibitors of cullin neddylation, primary screen, biochemical, TR-FRET, uHTS, NAE and Ubc12 | NEDD8-conjugating enzyme Ubc12 (Homo sapiens) + NEDD8-activating enzyme E1 regulatory … | calls only at 25 µM | actives 0.58% (n = 360,000); in the data active means inhibition above about 36%
MT1-MMP act inh: blockers of MT1-MMP proenzyme processing, primary screen, HT1080 RFP-PRO-GFP cells, GFP/RFP fluorescence. Matrix metalloproteinase-14 (Homo sapiens), P50281. GFP/RFP ratio fluorescence, overnight; percent of plate control window, DMSO zero. GFP/RFP ratio change, % at 20 µM. actives 0.061% (n = 360,000). AID 651647, 2012;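 active means GFP/RFP ratio change of at least 30% with cell ATP level not reduced by more than half and red fluorescence within 50% of control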; further: strong numbers were not always called active
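Assay system: HT1080 cells carrying an RFP-PRO-GFP reporter | Dosing: Single dose of 20 µM compound, 1% DMSO final | Incubation: Cells overnight before dosing, compound overnight, 37 °C, 5% CO2 | Evaluation: GFP/RFP fluorescence ratio | Control set: DMSO and RFP-L50D-GFP cell wells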
FAS TE block: FAS thioesterase domain inhibitors, primary screen, biochemical, fluorescence intensity, uHTS; Fatty acid synthase (Homo sapiens), P49327; recombinant FAS-TE, OMFH fluorogenic substrate, fluorescence endpoint; inhibition, % at 15 µM; actives 0.67% (n = 360,000); AID 602261, 2012;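 active means compounds whose normalised, plate-corrected inhibition of enzyme fluorescence in the single-dose primary screen is 50% or more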;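 further: 0% = DMSO with enzyme and 100% = substrate without enzyme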
Rpn11 block: Rpn11 (PSMD14) deubiquitinase inhibitors, primary screen, biochemical, fluorescence polarization, uHTS | human 26S proteasome, Ub4-pepOG fluorescence polarization; 20S core pre-blocked with epoxomicin | actives 0.59% (n = 360,000) | calls only at 20 µM | AID 588493, 2011 | 26S proteasome non-ATPase regulatory subunit 14 (Homo sapiens), O00487;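 active means inhibition at 20 µM, scaled to each plate's controls, above about 33%, limit read from the data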
Target sequence (O00487 whole entry, looked up): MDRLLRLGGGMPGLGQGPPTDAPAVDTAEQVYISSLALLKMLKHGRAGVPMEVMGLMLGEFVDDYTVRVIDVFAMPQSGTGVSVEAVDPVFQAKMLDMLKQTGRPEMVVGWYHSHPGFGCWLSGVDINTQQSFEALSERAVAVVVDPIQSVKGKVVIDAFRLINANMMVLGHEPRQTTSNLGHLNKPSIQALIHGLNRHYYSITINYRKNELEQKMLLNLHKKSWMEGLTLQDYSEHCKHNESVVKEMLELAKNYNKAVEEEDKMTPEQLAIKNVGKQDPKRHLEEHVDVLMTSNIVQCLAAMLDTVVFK
NadD block: inhibitors of S. aureus NadD, primary screen, biochemical, colorimetric, uHTS | Nicotinate-nucleotide adenylyltransferase NadD (Staphylococcus aureus N315) | purified NadD enzyme, colorimetric absorbance read-out | inhibition, % at 20 µM | actives 0.78% (n = 360,000) | AID 602399, 2012; in the data active means inhibition above about 26%; further: some compounds past the cut are filed as inactive
PABP1 MLLE inh: inhibitors of PABP1 MLLE–PAM2 peptide binding, primary screen, biochemical, fluorescence polarization, FITC-PAM2, GST-MLLE. inhibition, % at 20 µM. actives 0.36% (n = 360,000). AID 588489, 2011; in the data active means inhibition above about 35%, passing the limit was not always enough;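 further: plate controls were DMSO wells with GST-MLLE for no effect and wells lacking GST-MLLE protein for full effect; some results filed as inactive read as strong as hits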
Rin1 Abl inh: inhibitors of Rin1-Abl protein binding, primary screen, biochemical, TR-FRET | Tyrosine-protein kinase ABL1 (Homo sapiens) + Ras and Rab interactor 1 (Homo sapiens), … | actives 0.4% (n = 360,000) | inhibition, % at 7.35 µM; in the data active means inhibition above about 5%, passing the limit was not always enough
CSN deneddyl inh: inhibitors of CSN-mediated cullin deneddylation, primary screen, biochemical, fluorescence polarization, uHTS; AID 651999, 2013; actives 0.38% (n = 360,000); Purified CSN, SCF-Nedd8-OG deneddylation; inhibition, % at 12.5 µM;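 active means pattern-corrected inhibition above about 35%, with an unprinted fluorescence ratio check between 0.5 and 1.5, limit read from the data, passing the limit was not always enough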;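 further: 0% = enzyme with substrate and 100% = substrate without enzyme; some results filed as inactive read as strong as hits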
Target sequence (Q92905 whole entry, looked up, one chain of several): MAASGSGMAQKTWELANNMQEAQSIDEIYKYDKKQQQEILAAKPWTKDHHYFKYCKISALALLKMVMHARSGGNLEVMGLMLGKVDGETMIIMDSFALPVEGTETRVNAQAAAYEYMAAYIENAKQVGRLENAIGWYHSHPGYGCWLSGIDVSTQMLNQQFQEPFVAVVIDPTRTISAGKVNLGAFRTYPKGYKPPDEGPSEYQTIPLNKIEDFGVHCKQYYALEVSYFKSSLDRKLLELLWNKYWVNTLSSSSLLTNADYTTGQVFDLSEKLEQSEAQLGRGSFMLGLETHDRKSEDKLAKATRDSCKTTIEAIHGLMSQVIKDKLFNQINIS
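Test system: purified human Csn5 enzyme expressed in HEK293T cells. Amount: 0.24 nM enzyme. Reagent: SCFSkp2-Nedd8OG substrate at 10 nM final. Schedule: 90 min incubation of compound, enzyme and substrate at room temperature. Detection: fluorescence polarization. Read-out: % inhibition of substrate cleavage by Csn5.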
Active calls of the source: *; i = inactive; nt = not tested or not shown; + = active, no number.

SMILES | SKN-1 inh | Neddyl block | MT1-MMP act inh | FAS TE block | Rpn11 block | NadD block | PABP1 MLLE inh | Rin1 Abl inh | CSN deneddyl inh
Cc1ccccc1CC(=O)c1ccc(O)c(C)c1O | 15 | i | 0 | 2 | i | 5 | 4 | 1 | -8
Cc1noc2ncnc(Oc3ccccc3)c12 | 9 | i | -1 | -6 | i | -2 | -3 | 0 | 0
N#C/C(=C\Nc1ccccc1O)c1nc2ccccc2o1 | 0 | i | -3 | 39 | i | -9 | -16 | 1 | -2
Cc1ccc(CN2CC(C(=O)N(Cc3nnc(-c4ccccc4Cl)o3)C3CC3)CC2=O)cc1 (stereo unspecified) | -7 | i | -7 | -3 | i | 8 | 4 | -1 | 0
NS(=O)(=O)c1ccc(NC(=S)NC(=O)c2cccnc2)cc1 | 0 | i | -5 | -6 | i | -4 | 29 | 0 | -10
O=C(CN(Cc1ccc(F)cc1)C(=O)c1ccco1)NCc1ccc(F)cc1 | 6 | i | 8 | 1 | i | 6 | -5 | -1 | 0
CCOc1ncccc1C(=O)Nc1cccc(C(=O)Nc2cccc(S(=O)(=O)CCO)c2)c1 | 8 | i | 5 | -3 | i | 2 | 4 | 4 | 2
CC/C(C)=N/NS(=O)(=O)c1ccc(C)c([N+](=O)[O-])c1 | 2 | i | 3 | -1 | i | -5 | 6 | 1 | 4
c1ccc(CCc2nn3c(Cn4cnc5ccccc54)nnc3s2)cc1 | -7 | i | 0 | -8 | i | 5 | 29 | 4 | 7
Cc1oc(-c2cccs2)nc1CN1CCC(c2ccccc2)CC1 | -2 | i | -8 | 0 | i | 5 | 0 | -2 | 3
Cc1cc(C)cc(N(CC(=O)NC2CCCCC2)C(=O)CCCC(=O)Nc2ccccn2)c1 | 8 | i | -2 | -2 | i | -2 | 9 | 1 | 3
COc1ccc(OC)c(NC(=O)CSc2ncnc3sc(C)cc23)c1 | 15 | i | -1 | 1 | i | 16 | -30 | 2 | 30
O=C(O)[C@H]1CCCC[C@H]1C(=O)NCCc1ccccc1 | -6 | i | -1 | -11 | i | 1 | 1 | 0 | -7
CCC(=O)c1ccc(Oc2nc3c(c(=O)n(C)c(=O)n3C)n2CC)cc1 | -5 | i | -2 | -2 | i | -2 | -1 | 0 | 1
CCC(=O)N/N=c1/sc2ccccc2n1C | 13 | i | -3 | -4 | i | -4 | -4 | 3 | -3
CCOC(=O)C(C(=O)OCC)C(C#N)c1ccccc1 (stereo unspecified) | 23 | i | -7 | 1 | i | 3 | 7 | -2 | 1
NC(c1csc(Nc2ccc(C(=O)NCCCO)cn2)n1)c1ccccc1Cl (stereo unspecified) | 8 | i | -6 | -6 | i | -10 | 9 | -4 | 0
Cc1cc(OCC(=O)OCC(=O)N2CCCc3ccccc32)ccc1Cl | 24 | i | 0 | 18 | i | -16 | -7 | -1 | 2
CN(Cc1ccccc1)S(=O)(=O)c1cc2c3c(c1)CCN3C(=O)CC2 | 1 | i | 6 | -6 | i | -3 | 8 | -2 | -3
CCC(C)c1ccc(NC(=S)N2CCCC2)cc1 (stereo unspecified) | -6 | i | -1 | 6 | i | 9 | -123 | -1 | -2

Reformatted: four of the compounds above
| Molecule | SKN-1 inh | Neddyl block | MT1-MMP act inh | FAS TE block | Rpn11 block | NadD block | PABP1 MLLE inh | Rin1 Abl inh | CSN deneddyl inh |
| --- | --- | --- | --- | --- | --- | --- | --- | --- | --- |
| Cc1oc(-c2cccs2)nc1CN1CCC(c2ccccc2)CC1 | -2 | i | -8 | 0 | i | 5 | 0 | -2 | 3 |
| Cc1cc(C)cc(N(CC(=O)NC2CCCCC2)C(=O)CCCC(=O)Nc2ccccn2)c1 | 8 | i | -2 | -2 | i | -2 | 9 | 1 | 3 |
| COc1ccc(OC)c(NC(=O)CSc2ncnc3sc(C)cc23)c1 | 15 | i | -1 | 1 | i | 16 | -30 | 2 | 30 |
| O=C(O)[C@H]1CCCC[C@H]1C(=O)NCCc1ccccc1 | -6 | i | -1 | -11 | i | 1 | 1 | 0 | -7 |

(next part)
SMILES | SKN-1 inh | Neddyl block | MT1-MMP act inh | FAS TE block | Rpn11 block | NadD block | PABP1 MLLE inh | Rin1 Abl inh | CSN deneddyl inh
CCc1c(C)sc(NC(=O)c2cc(C(C)C)on2)c1C#N | 2 | i | 3 | 16 | i | -6 | 29 | -3 | -4
Cc1ccnc(NS(=O)(=O)c2ccc(NC(=O)CN3C(=O)c4ccccc4S3(=O)=O)cc2)n1 | 7 | i | 3 | -2 | i | 3 | 7 | 2 | 2
COc1ccc(CC(=O)Nc2c3c(nn2-c2cccc(Cl)c2)CS(=O)C3)cc1 (stereo unspecified) | 17 | i | 2 | -3 | i | 5 | 7 | -2 | 2
CCc1noc(C)c1C(=O)N1CCN(S(=O)(=O)c2ccc(C)cc2)CC1 | 15 | i | -6 | 2 | i | 4 | 1 | 3 | -1
CCOC(=O)COn1c(=O)c(-c2cccs2)[n+]([O-])c2ccccc21 | 10 | i | -4 | -6 | i | 0 | -13 | 1 | -1
O=C(COc1ccc(Br)cc1Cl)NC(=O)NC1CCCC1 | -13 | i | 4 | 32 | i | -2 | -4 | 1 | -7
COc1ccc(C(C)=O)cc1CSc1nc2ccccc2c(=O)n1-c1cccc(C)c1 | -4 | i | -15 | 36 | i | 5 | -7 | -4 | 4
CCOC(=O)[C@]12CCCC=C1N(Cc1ccc3c(c1)OCO3)C(=O)[C@H](CC(=O)NCc1cccc(C(F)(F)F)c1)C2 | 6 | i | 8 | 25 | nt | 1 | nt | nt | -4
Cc1c(C#N)c2ccccc2n1CC(=O)N1CCCc2ccccc21 | -12 | i | -2 | 13 | i | -3 | -5 | 2 | -5
CO/N=C/C1CCN(c2ncc(C(F)(F)F)cc2Cl)C1=O (stereo unspecified) | 5 | i | 2 | -5 | i | -4 | -21 | -4 | 3
O=S(=O)(N[C@@H]1C[C@H]2CC[C@@H]1C2)c1cccs1 | -15 | i | -2 | -9 | i | 9 | 7 | 2 | -4
COc1ccc(/C=N/S(=O)(=O)CCc2ccccc2)c(OC)c1 | -1 | i | 9 | -10 | i | 3 | 0 | 5 | 3
COc1cc(/C=N/NC(=O)Cn2ccc(C(F)(F)F)n2)cc(OC)c1OC | 11 | i | 0 | 2 | i | -5 | 0 | 2 | 0
CCCc1cc(NCCCO)n2c(nc3ccccc32)c1C#N | -6 | nt | 3 | 1 | i | -1 | 0 | -4 | 1
O=C(C1=C(O)C(=O)N(CC2CCCO2)C1c1cccnc1)c1ccco1 (stereo unspecified) | 21 | i | -2 | -8 | i | 2 | -6 | -5 | -3
Cc1cc(/C=C2\NC(=S)NC2=O)c(C)n1-c1cccnc1 | 2 | i | 2 | -5 | i | -2 | -1 | -3 | 3
Cc1cc(C)c(NC(=O)C2CC(=O)N(C3CCCC3)C2)c(C)c1 (stereo unspecified) | 21 | i | 0 | -2 | i | 0 | 6 | 0 | -3
COc1ccc(S(=O)(=O)n2nc(OC(=O)c3c(-c4ccccc4Cl)noc3C)cc2N)cc1 | 15 | i | -6 | 27 | i | 3 | -10 | -5 | 5
CCN(CC)c1c(C)nc2ccc(C(=O)N3CCN(C(=O)c4ccco4)CC3)cn12 | -6 | i | 2 | -10 | i | 1 | 3 | -4 | 2
COC(=O)c1cc(S(=O)(=O)NCc2ccc3c(c2)OCO3)cn1C | 23 | i | 0 | -4 | i | 0 | 9 | 0 | 0
CN1CCN(/N=C/c2ccc(N(c3ccccc3)c3ccccc3)cc2)CC1 | 4 | nt | -14 | 21 | i | -8 | 25 | -1 | 1
COc1cc2c(cc1OC)C(C)N(C(=O)C1=NN(c3cccc(C)c3)C(=O)CC1)CC2 (stereo unspecified) | 12 | i | 2 | -4 | i | 3 | -10 | -4 | -3
Cc1ccc2c(c1)CCO[C@]21O[C@H](CCO)C[C@H](O)[C@H]1O | 5 | i | 4 | -5 | i | 4 | -1 | -2 | 3
Cc1cc(-c2ccccc2)c(C#N)c(N)n1 | 14 | i | -1 | -4 | i | 0 | 5 | -5 | 1
CN(C)c1nc(N)c2ncc(=S)[nH]c2n1 | 3 | i | -3 | -4 | i | 0 | 19 | 4 | 0
NC(c1ccccc1)c1ccncc1 (stereo unspecified) | -5 | i | 0 | -6 | i | 1 | 1 | 4 | 2
CC(=O)Nc1cc(S(=O)(=O)Nc2ccc(C)cc2)c(C)cc1C | 11 | i | 1 | -3 | i | -1 | 4 | 1 | 6
CN(Cc1ccccc1F)c1ccc(S(=O)(=O)N2CCCC2)cn1 | -7 | i | 1 | 6 | i | -6 | 11 | 2 | -6
CN(Cc1ccccc1)C(=O)c1ccccc1N(C)S(=O)(=O)c1ccccc1 | -2 | i | 0 | -2 | i | 3 | 7 | 2 | 0
O=C1c2ccccc2C(=O)N1c1cccc2cccnc12 | 5 | i | -4 | -10 | i | -6 | 11 | 0 | -13
O=C1NC(=S)NC1=Cc1ccc2c(c1)CCC2 | -7 | i | -2 | -4 | + | 11 | -98 | 1 | 3
Cc1ccccc1NC(=S)N(Cc1cccs1)C1CCCCC1 | -2 | i | 0 | 17 | i | -1 | 3 | -3 | -3
C=C1C(=O)O[C@@H]2[C@H]3O[C@]3(C)CC/C=C(\C)CC[C@@H]12 | 1 | i | 5 | -2 | i | 1 | -9 | -2 | 0
C=CCSc1nc2sc3c(c2c(=O)[nH]1)CC(C)(CC)OC3 (stereo unspecified) | -10 | i | 20 | -2 | i | -1 | -13 | 4 | -6
CC1CCCC(C)N1C(=O)COC(=O)/C=C/c1ccc(Br)o1 (stereo unspecified) | 2 | i | 0 | 1 | i | 3 | 9 | -1 | 18
Cc1ccc(N2C(=O)c3ccc(C(=O)N4CCN(c5ccc(C)c(C)c5)CC4)cc3C2=O)cc1 | 7 | i | -5 | 2 | i | -4 | -1 | -1 | 7
COc1ccc(/C(N)=N/OC(=O)C2CCCCC2)cc1OC | -5 | i | 3 | 0 | i | -5 | 5 | 3 | 0
Cc1sc2nc(COC(=O)c3cccc(OC(F)F)c3)[nH]c(=O)c2c1C | -4 | i | 8 | 7 | i | -6 | 0 | -3 | -1
COc1cccc(S(=O)(=O)NCc2ccc(C(=O)N3CCN(Cc4ccccc4)CC3)cc2)c1 | 15 | i | 7 | 1 | i | -3 | 10 | 0 | 0
COc1ccc(CNC(=O)c2c(C)cc(=O)oc2C)cc1 | 1 | i | 3 | 5 | i | 0 | 3 | -2 | 1
c1ccc(-c2nc3c(ccc4ccccc43)[nH]2)nc1 | 12 | nt | 3 | -1 | i | -5 | -12 | -3 | 3
O=C(c1ccccc1)N1N=C(c2ccc(F)cc2)CC1c1ccc(F)cc1 (stereo unspecified) | 17 | i | -2 | 7 | i | -5 | -1 | -4 | 3

Screening results: PubChem, several laboratories
